Nrf2 ARE act = qHTS of Nrf2 Activators; AREc32 ARE-luciferase reporter (MCF7-derived line), luminescence, 24 h; Potency, µM (top dose mostly 46.1 µM), without a hit: at the highest dose activation, most hits filed as activators; actives 0.31% (n = 410,000); AID 624171, 2012; also: potency is read from the fitted curve at half-maximal effect; % of control where 0% means no effect; nearly all actives have a fitted effect of over 65% in size
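AREc32 cells carrying an ARE-driven firefly luciferase reporter were seeded at 1000 cells/well in OPTI-MEM with 5% FBS, then exposed to compound for 24 hr at 37 deg C. Luminescence was read with Steady-Glo after 30 min at RT.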
Nrf2 block = Nrf2 qHTS screen for inhibitors. actives 2.1% (n = 360,000). Potency, µM (series often up to 46 µM), for inactives: at the highest dose activity change, negative = inhibition, usual class: inhibitors. A549 ARE-Fluc reporter, luciferase luminescence, 18-24 h; also: potency is read from the fitted curve at half-maximal effect; % is scaled to controls: 0 for no effect and ±100 for the full control effect; nearly all actives have a fitted effect of over 60% in size
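Reporter: ARE-Fluc in A549. Exposure: 18-24 h, 37 °C, 5% CO2, 5% FBS OPTI-MEM. Readouts: fluorescent cytotoxicity (CellTiter-Fluor), then luminescent Nrf2 signal after BugLite.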
CCT modulator = High-Throughput Screening for Modulators of Cytosolic Chaperonin Activity; purified chaperonin ATPase assay, HTRF ADP detection, 30 min; activity change, % (no concentration beside the values), hits read low; actives 0.3% (n = 360,000); AID 651819, 2012; in the data active = activity change below about -30%; also: % is scaled to controls: 0 for no effect and ±100 for the full control effect
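We incubate TRiC, 40 or 20 nM final, with library compounds at 76 uM and 10 uM ATP for 30 min at 37 °C. ADP formed is detected with Transcreener HTRF reagents after 30 min at room temperature.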
EPAC2 agonist = qHTS for Agonist of cAMP-regulated guanine nucleotide exchange factor 4 (EPAC2): primary screen; Rap guanine nucleotide exchange factor 4 (Homo sapiens), Q8WZA2; EPAC2 activation, biochemical qHTS; response scale: 100% = 6.5 mM cAMP response; Potency, µM (top dose mostly 154 µM), without a hit: at the highest dose activation, hits mostly activators; actives 0.079% (n = 360,000); AID 720711, 2013; also: potency is read from the fitted curve at half-maximal effect; nearly all actives have a fitted effect of over 50% in size
Target sequence (Q8WZA2 whole entry, looked up): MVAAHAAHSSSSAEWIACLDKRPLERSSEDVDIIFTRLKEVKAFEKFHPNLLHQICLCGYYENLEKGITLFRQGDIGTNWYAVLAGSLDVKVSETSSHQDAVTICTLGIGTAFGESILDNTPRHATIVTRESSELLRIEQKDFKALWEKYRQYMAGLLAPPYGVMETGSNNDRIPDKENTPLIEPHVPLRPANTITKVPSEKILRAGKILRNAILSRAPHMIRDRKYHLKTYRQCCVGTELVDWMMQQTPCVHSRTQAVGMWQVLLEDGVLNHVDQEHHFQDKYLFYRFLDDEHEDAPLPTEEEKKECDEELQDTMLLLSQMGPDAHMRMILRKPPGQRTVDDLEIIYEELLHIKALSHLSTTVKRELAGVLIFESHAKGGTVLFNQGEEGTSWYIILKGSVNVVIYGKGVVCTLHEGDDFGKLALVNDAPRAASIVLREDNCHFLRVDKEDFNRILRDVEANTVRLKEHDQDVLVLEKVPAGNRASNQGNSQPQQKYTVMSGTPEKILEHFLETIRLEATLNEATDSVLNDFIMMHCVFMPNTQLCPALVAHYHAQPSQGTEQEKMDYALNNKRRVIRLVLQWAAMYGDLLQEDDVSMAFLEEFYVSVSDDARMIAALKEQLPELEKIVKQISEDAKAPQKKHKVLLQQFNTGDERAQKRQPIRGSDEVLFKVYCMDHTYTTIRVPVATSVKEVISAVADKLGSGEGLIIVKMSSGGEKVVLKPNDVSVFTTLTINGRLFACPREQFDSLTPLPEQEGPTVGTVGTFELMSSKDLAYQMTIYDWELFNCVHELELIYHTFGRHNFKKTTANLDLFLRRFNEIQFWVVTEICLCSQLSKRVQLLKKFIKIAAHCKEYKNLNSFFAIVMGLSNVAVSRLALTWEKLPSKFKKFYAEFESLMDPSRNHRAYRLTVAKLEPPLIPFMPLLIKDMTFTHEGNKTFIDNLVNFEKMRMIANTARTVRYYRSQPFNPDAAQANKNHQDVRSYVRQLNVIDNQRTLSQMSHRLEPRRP
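Nucleotide exchange monitored as fluorescence drop when BODIPY-GDP leaves Rap1B. Reaction: 100 nM EPAC2, 250 nM RAP1B-BODIPY-GDP, 50 uM GDP, room temperature, kinetic read over 30 min. Activity expressed relative to 6.5 mM cAMP.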
TGFb SMAD3 inh = qHTS for Inhibitors of TGF-b | HepG2 CAGA-GFP TGF-b/SMAD3 reporter, GFP fluorescence, 18 h; TGF-beta stimulated, 500 pg/mL final | Potency, µM (series often up to 46.1 µM), without a hit: top-dose activity, negative = inhibition, hits mostly inhibitors | actives 1.2% (n = 410,000) | AID 588855, 2011; also: potency is read from the fitted curve at half-maximal effect; % is scaled to controls: 0 for no effect and ±100 for the full control effect; nearly all actives have a fitted effect of over 65% in size
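Read-out: total well GFP (ex488/em500-530) summed from mean per-cell fluorescence. Cells: HEPG2 CAGA-GFP, 1% FBS DMEM, 18 h at 37 degrees C with 500 pg/mL final TGF-beta. Unstimulated wells served as the full-inhibition control; stimulated DMSO wells = 0%.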
EPAC2 antagonist = qHTS for Antagonist of cAMP-regulated guanine nucleotide exchange factor 2 (EPAC2): primary screen | Potency, µM (highest dose often 114 µM), inactives show at the highest dose activity, negative = inhibition, most hits filed as inhibitors | actives 0.18% (n = 360,000) | EPAC2 GEF exchange of Rap1B-BODIPY-GDP, fluorescence | Rap guanine nucleotide exchange factor 4 (Homo sapiens), Q8WZA2; also: potency is read from the fitted curve at half-maximal effect; % is scaled to controls: 0 for no effect and ±100 for the full control effect; nearly all actives have a fitted effect of over 45% in size; many of its hits are not listed in these tables
pAkt inh = HTS Assay for Inhibitors of Akt Phophorylation: Primary Screen. actives 0.32% (n = 360,000). AID 651550, 2012. activity change, % for hits at 50 µM. Neuro2A IGF-stimulated pAkt S473 HTRF, 20 min; hits give low values; in the data active = activity change below about -80%; inconclusive = mostly about -51% to -80%; also: % is scaled to controls: 0 for no effect and ±100 for the full control effect
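Neuro2A cells in DMEM with 0.5% FBS, overnight at 37 deg C, given compound at single 50 µM final, then IGF (6 nM final) for 20 min at 37 deg C. Lysed; phospho-Akt Ser473 by HTRF after 24 h, 665/615 ratio.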
MmCpn inh = Inhibitors of TCP-1 ring complex (TRiC) of Methanococcus maripaludis (MmCpn): qHTS; Potency, µM (series often up to 76.9 µM), for inactives: at the top dose activity, negative = inhibition, hits mostly inhibitors; purified Mm-Cpn ATPase, ADP Transcreener TR-FRET; actives 0.031% (n = 330,000); AID 504842, 2011; Chaperonin Mm-Cpn (Methanococcus maripaludis); also: potency is read from the fitted curve at half-maximal effect; % is scaled to controls: 0 for no effect and ±100 for the full control effect; nearly all actives have a fitted effect of over 80% in size
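TR-FRET (320 nm excitation; 590 and 665 nm emission) reports ADP made from 10 uM ATP by 25 nM enzyme; compounds were preincubated 10 min, reaction run 30 min, both at 37°C.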
A549 viability = Nrf2 qHTS screen for inhibitors: counterscreen for cytotoxicity. A549 ARE-Fluc cells, CellTiter-Fluor viability, 18-24 h. Potency, µM (doses to about 46 µM), without a hit: at the highest dose activity change, negative = cytotoxicity, actives largely listed as inhibitors. actives 0.16% (n = 390,000); also: potency is read from the fitted curve at half-maximal effect; % is scaled to controls: 0 for no effect and ±100 for the full control effect
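A549 ARE_Fluc cells in 5% FBS OPTI-MEM were exposed to compounds in concentration-response for 18-24 h at 37 deg C. Viability was read by CellTiter-Fluor fluorescence (Ex 405/Em 525) after 30 min, before the luciferase read.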
* = called active by the depositor; i = inactive; ? = inconclusive; . = not tested or not shown; & = joins results of further samples; [ ] = remark or other dose. Unless noted, calls follow the shape of the dose curve; as a rule, active = well fitted curve in the direction sought with a large enough effect; inconclusive = small, poorly fitted or top-dose-only effect, or another doubt; inactive = no such curve, though single readings can be large; an effect the other way counts as inactive or inconclusive.

Sample of the layout:
SMILES	Nrf2 ARE act	Nrf2 block	CCT modulator	EPAC2 agonist	TGFb SMAD3 inh	EPAC2 antagonist	pAkt inh	MmCpn inh	A549 viability
COc1ccccc1OCCNC(=O)c1cc([N+](=O)[O-])cc([N+](=O)[O-])c1	-0.9%	20%	1.2	0%	4%	0%	i	1%	-12%
Cc1nc2sc3c(c2c(=O)[nH]1)CCC3	0.0%	-6%	0.2	5%	2%	2%	i	3%	-2%
Cc1cccc(N2C(=O)CC(N3CCN(c4ccccc4)CC3)C2=O)c1 (stereo not given)	-0.2%	-7%	3.0	2%	4%	18%	i	0%	-1%
Cc1ccccc1NC(=O)Oc1cccc(OC(=O)c2ccccc2)c1	4.0%	9%	-0.3	-2%	12%	-18%	i	-2%	7%
COc1cccc(-c2sc3ccc(OC)cc3c2-c2ccc(OCCN3CCCC3)cc2)c1	8.2%	13%	0.6	1%	?	-6%	i	-16%	-1%
Cn1c2ccccc2c2ncn(CCCN3CCOCC3)c(=O)c21	4.3%	?	0.7	-2%	-1%	7%	i	-2%	-3%
CCSC1=NC(=O)/C(=C2/C=Cc3ccccc3N2CC)S1	?	11%	2.4	-80%[inhibitor][15.6 µM]	0%	-12%	.	-1%	?

This part in full, from the first entry:
SMILES	Nrf2 ARE act	Nrf2 block	CCT modulator	EPAC2 agonist	TGFb SMAD3 inh	EPAC2 antagonist	pAkt inh	MmCpn inh	A549 viability
COc1ccccc1OCCNC(=O)c1cc([N+](=O)[O-])cc([N+](=O)[O-])c1	-0.9%	20%	1.2	0%	4%	0%	i	1%	-12%
Cc1nc2sc3c(c2c(=O)[nH]1)CCC3	0.0%	-6%	0.2	5%	2%	2%	i	3%	-2%
Cc1cccc(N2C(=O)CC(N3CCN(c4ccccc4)CC3)C2=O)c1 (stereo not given)	-0.2%	-7%	3.0	2%	4%	18%	i	0%	-1%
Cc1ccccc1NC(=O)Oc1cccc(OC(=O)c2ccccc2)c1	4.0%	9%	-0.3	-2%	12%	-18%	i	-2%	7%
COc1cccc(-c2sc3ccc(OC)cc3c2-c2ccc(OCCN3CCCC3)cc2)c1	8.2%	13%	0.6	1%	?	-6%	i	-16%	-1%
Cn1c2ccccc2c2ncn(CCCN3CCOCC3)c(=O)c21	4.3%	?	0.7	-2%	-1%	7%	i	-2%	-3%
CCSC1=NC(=O)/C(=C2/C=Cc3ccccc3N2CC)S1	?	11%	2.4	-80%[inhibitor][15.6 µM]	0%	-12%	.	-1%	?
O=C(NCc1ccc(Cl)cc1Cl)C1CC(=O)N(Cc2ccccc2)C1 (stereo not given)	-0.4%	0%	0.3	-13%	2%	-4%	i	-1%	-3%
COc1ccc(N2CCN(C(CNC(C)=O)c3ccc4c(c3)OCO4)CC2)cc1 (stereo not given)	-0.1%	9%	-1.6	7%	-2%	?	i	-3%	13%
O=C(c1cccc(Br)c1)N1CCN(S(=O)(=O)N2CCCCC2)CC1	-0.1%	-20%	-0.2	20%	-4%	11%	i	-1%	0%
O=C(CCCCn1c(=O)[nH]c2ccccc2c1=O)N1CCN(c2cccc(C(F)(F)F)c2)CC1	-0.5%	?	-1.4	-5%	-8%	-12%	i	-1%	-24%
COC(=O)c1cc2oc3ccccc3c2n1CC(=O)Nc1ccc(Cl)cc1F	26%	?	.	.	?	.	.	.	4%
Cc1ccc(NC(=O)c2ccc(Oc3ncccn3)cc2)cc1	0.1%	?	0.3	3%	-3%	-8%	i	0%	-16%
Cc1ccc(C)c(NC(=O)CCC(=O)NNC(=O)COc2cc(C)ccc2C)c1	0.0%	-5%	-2.5	-4%	10%	2%	i	-5%	2%
CCN(CC(=O)Nc1c(F)cccc1F)C(=O)CSCc1c(C)noc1C	0.5%	13%	-1.1	3%	-14%	7%	i	-5%	-1%
CCOC(=O)N1CCc2c(sc(NC(=O)CCS(=O)(=O)c3ccccc3)c2C(N)=O)C1	?	?	-2.8	10%	-17%	0%	i	1%	10%
O=C(c1ccccc1)N1CCN(Cc2ccc3c(c2)OCO3)CC1	-0.9%	1%	1.4	10%	12%	8%	i	2%	-4%
COc1ccc(S(=O)(=O)N2CCN(Cc3ccccc3OC)CC2)cc1	-0.8%	.	0.7	5%	-8%	-6%	i	.	.
O=C(Cn1cc(S(=O)(=O)N2CCCC2)c(S(=O)(=O)N2CCCC2)c1)Nc1ccccc1	-0.1%	?	.	.	-14%	.	.	.	-2%
CCc1ccc(CNC(=O)C(=O)NCC2CCCO2)cc1 (stereo not given)	-0.6%	4%	0.5	0%	0%	0%	i	0%	2%
CN1OC[C@@H]2CN(S(=O)(=O)c3ccccc3)[C@H](c3cccc(Br)c3)C[C@@H]21	0.6%	-7%	-1.3	2%	1%	-5%	i	.	-3%
O=C(O)CS(=O)(=O)c1ccc(C(F)(F)F)cn1	-0.3%	0%	-1.4	7%	0%	1%	i	1%	4%
COc1ccc(CCN2C(=O)c3ccncc3C2=O)cc1OC	-0.6%	.	-0.8	-11%	-5%	-4%	i	1%	-2%
CC(NC(=O)C1CCN(S(=O)(=O)c2ccccc2)CC1)c1ccccc1 (stereo not given)	-0.1%&0.4%	-1%	0.5	14%	-5%&-3%	-2%	i	1%	3%&0%
O=C(CNC(=O)c1ccc(Cl)c([N+](=O)[O-])c1)OC1CCCCC1=O (stereo not given)	11%	6%	-0.3	-7%	0%	-2%	i	1%	-1%

Other records:
SMILES	Nrf2 ARE act	Nrf2 block	CCT modulator	EPAC2 agonist	TGFb SMAD3 inh	EPAC2 antagonist	pAkt inh	MmCpn inh	A549 viability
COc1ccc(Nc2ccc(C(=O)O)cc2[N+](=O)[O-])cc1	-0.3%	-12%	-6.0	-5%	2%	-7%	i	1%	-18%
COc1ccc(C(=O)N(C)C2CCCN(Cc3ccccc3F)C2)cc1OC (stereo not given)	-0.4%	6%	1.9	-2%	0%	3%	i	0%	-14%
CC(C)c1ccc(NC(=O)C(c2ccc3c(c2)OCO3)N2CCN(C(=O)c3ccco3)CC2)cc1 (stereo not given)	4.5%	-29%	-1.2	-9%	4%	-16%	i	1%	-19%
COc1ccc(N2Nc3n[nH]c(N)c3N2)cc1	2.5%	?	-0.2	1%	0%	-3%	i	-6%	-24%
NCCCC[C@H]1NC(=O)[C@H](CCC(=O)O)NC(=O)c2cc([N+](=O)[O-])cc(I)c2OCC[C@@H](C(N)=O)NC1=O	0.7%	-1%	0.3	13%	-27%	47%[activator]	i	0%	-22%
O=c1cc(-c2ccncc2)oc2c1ccc1ccccc12	3.4%	18µM*	-5.4	7%	?	-3%	i	-3%	-14%
CCOC(=O)O[C@]1(C(=O)COC(=O)CC)CC[C@H]2[C@@H]3CCC4=CC(=O)C=C[C@]4(C)[C@H]3[C@@H](O)C[C@@]21C	6.0%	0.058µM*	0.1	-2%	23%	15%	i	-1%	-5%
COC(=O)c1cc(C(=O)c2cc(Cl)ccc2O)coc1=N	2.8%	-4%	1.7	9%	0%	2%	i	0%	-2%
CC1(C)Cc2c(C#N)c(NCCc3ccccc3)nc(-c3ccco3)c2CO1	7.9%	-8%	-0.5	6%	0%	6%	i	1%	-2%
Cc1cc(C)c(C#N)c(SCc2ccc(C#N)cc2)n1	-0.2%	-6%	-2.3	-4%	6%	3%	-92%*	1%	9%
CC(C)N(Cc1nc(-c2ccc(Cl)cc2)no1)C(=O)c1ccc(C(C)(C)C)cc1	3.2%	-8%	.	.	?	.	.	.	1%
CCOc1ccc(C2C(C(=O)Nc3ccc(OC)cc3)=C(C)Nc3nc(SCc4ccc(Cl)cc4)nn32)cc1 (stereo not given)	-0.2%	?	.	.	3%	.	.	.	19%
O=C(O)c1cccc(NC(=O)C2CCCO2)c1 (stereo not given)	-0.6%	14%	0.2	4%	-1%	-10%	i	-1%	3%
Cc1cc(C)n2c(Nc3c(C)cccc3C)c(CC(C)C)nc2n1	7.1%	.	-0.3	4%	.	-7%	i	.	.
CN=C1c2cc3c(Br)c(OC)ccc3n2CCN1C	0.3%	-25%	-0.7	5%	7%	2%	i	-3%	12%
OC(c1ccc(Cl)cc1)c1ncc(-c2cccc(C(F)(F)F)c2)[nH]1 (stereo not given)	-4.7%	.	-0.7	-4%	?	-21%	i	.	.
Cc1ccc2c(c1)N(CC(=O)OC(CC(C)C)C(=O)NC1CCCC1)C(=O)CO2 (stereo not given)	0.0%	-11%	-1.7	-5%	-33%	-5%	i	-3%	-9%
O=c1c2c(n3nnnc3n1-c1ccccc1)-c1ccccc1CC21CCCC1	0.4%	16%	-2.6	0%	-1%	23%	i	0%	12%

Not all compounds are listed; count on the stated rates, not on these rows.
